Screens (PubChem)
PTPN22 inh 2 – blocks human PTPN22 phosphatase activity | inhibition, % at 2 µM | Q9Y2R2 | 0.21% of 96,000 active | AID 640 | recombinant LYP catalytic domain, DiFMUP fluorescence;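 active means inhibition at 2 µM at or above a set limit, the screen mean plus 3 SD, cut at about 24% in these data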;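 further: 0% = DMSO with enzyme and 100% = enzyme fully blocked by orthovanadate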
PTPN22 act – LYP (human) phosphatase activation; AID 697; 0.11% of 96,000 active; recombinant LYP, DiFMUP fluorescence; 0 = plate median, 100 = signal doubled; activation, % at 2 µM;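 active means activation at 2 µM above a set limit, the mean plus 5 SD, cut at about 37% in these data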
EphB4 antag – EphB4-ephrin-B2 interaction antagonism; P54760; EphB4 LBD / TNYL-RAW-Alexa532 peptide, fluorescence polarization; inhibition, % at 7 µM; 0.15% of 97,000 active;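 active means inhibition above the screen-wide mean inhibition plus 3 SD, cut at about 15% in these data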;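 further: 0% = DMSO wells and 100% = excess unlabeled TNYL-RAW peptide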
CYP2C9 inh – human CYP2C9 inhibition; CYP2C9 Supersomes, luciferin-H conversion, luminescence; inhibition, % at 5 µM; 20% of 96,000 active;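 active means blocking of liver enzyme CYP2C9 beyond about 50% at 5 µM, limit read from the data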; further: values of inactives mirror those of a sister screen read the other way
PLK1 PBD inh – inhibitors of human Plk1 polo box domain binding | Plk1 PBD phosphopeptide binding, fluorescence polarization | inhibition, %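 (tested at about 20 µM)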 | 0.13% of 97,000 active | AID 693; in the data active means inhibition above about 34%, passing the limit was not always enough
Target sequence (P53350 whole entry, looked up, the tested form may be a part): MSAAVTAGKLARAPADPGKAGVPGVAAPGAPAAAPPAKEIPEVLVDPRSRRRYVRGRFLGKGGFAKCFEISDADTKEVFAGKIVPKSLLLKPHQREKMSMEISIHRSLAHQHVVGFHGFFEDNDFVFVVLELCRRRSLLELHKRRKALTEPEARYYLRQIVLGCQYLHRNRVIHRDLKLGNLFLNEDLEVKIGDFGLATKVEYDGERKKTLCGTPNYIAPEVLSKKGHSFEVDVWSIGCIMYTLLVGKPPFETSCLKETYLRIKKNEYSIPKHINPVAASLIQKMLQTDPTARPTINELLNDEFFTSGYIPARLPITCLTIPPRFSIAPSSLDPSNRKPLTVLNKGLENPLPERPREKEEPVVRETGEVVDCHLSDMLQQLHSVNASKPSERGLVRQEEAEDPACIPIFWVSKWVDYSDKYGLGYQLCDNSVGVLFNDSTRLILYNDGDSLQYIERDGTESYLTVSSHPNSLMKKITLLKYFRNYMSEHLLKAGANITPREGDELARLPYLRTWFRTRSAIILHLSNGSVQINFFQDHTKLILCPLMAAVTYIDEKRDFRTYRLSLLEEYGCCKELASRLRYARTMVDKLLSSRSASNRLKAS
PLK1 inh – PLK1 (human) kinase inhibition | recombinant PLK1 kinase, TR-FRET peptide phosphorylation | inhibition, % at 10 µM | 0.53% of 97,000 active;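 active means inhibition of 50% or more in the single-concentration screen; inactive means inhibition below 50%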;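 further: 0% = DMSO max control and 100% = H-89 dihydrochloride min control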
Candida biofilm – kills Candida albicans biofilms; C. albicans biofilm + clotrimazole, Alamar Blue; inhibition, % at 6 µM; 0.14% of 85,000 active;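 active means inhibition above 20%; inactive means inhibition below 20%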;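 further: preformed 24 hr biofilms exposed to compound for 48 hr; 0% = biofilm without compound and 100% = blank killed by clotrimazole plus chlorhexidine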
HIV Rev-RRE inh – disrupts HIV-1 Rev binding to RRE RNA | inhibition, % at 8 µM | Rev peptide-RRE RNA binding, FRET | 0.79% of 97,000 active;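 active means inhibition above the screen-wide mean plus 3 SD, cut at about 35% in these data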;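 further: 0% = median DMSO wells and 100% = median Neomycin B control wells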
Target sequence (P05866 whole entry, looked up): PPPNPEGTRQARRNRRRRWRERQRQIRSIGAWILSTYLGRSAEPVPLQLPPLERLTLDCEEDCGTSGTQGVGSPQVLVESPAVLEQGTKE
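Assay system: labelled RRE RNA duplex and labelled Rev peptide / Medium: HEPES pH 7.5 salt buffer with EDTA / Reagent: labelled Rev peptide / Schedule: 5 + 15 min at 25 °C / Signal: FRET, excitation 480 nm, emission 540 nm donor and 671 nm acceptor / Benchmarks: DMSO and neomycin B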
CYP2C9 act – increases human cytochrome P450 2C9 activity; activation factor at 5 µM; recombinant CYP2C9, luciferin-H conversion, luminescence; active compounds read high; factor 1 = untreated enzyme, 0 = blocked; P11712; 1.4% of 96,000 active;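 active means activation factor of 2 or more for CYP2C9 at a 5 µM dose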;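 further: 0 = sulfaphenazole-blocked wells and 1 = vehicle-only wells; values of inactives mirror those of a sister screen read the other way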
Numbers without * were called inactive; . = no result given; [ ] = remark or other dose.

Sample of the layout, four compounds:
structure	PTPN22 inh 2	PTPN22 act	EphB4 antag	CYP2C9 inh	PLK1 PBD inh	PLK1 inh	Candida biofilm	HIV Rev-RRE inh	CYP2C9 act
COc1cc(S(=O)(=O)NC2CCCCC2C)ccc1Cl (stereo not drawn)	7	-9	5	-82	6	0	-3	15	1.8
Cc1c(C(=O)OCC(=O)c2c(N)n(CC(C)C)c(=O)n(C)c2=O)oc2ccccc12	-5	2	-6	.	-24	-7	6	-1	.
O=C(c1cccc(F)c1)N1CCN(c2cccc(Cl)c2)CC1	-1	-2	1	86*	-9	-10	5	141*[fluorescence artefact?]	0.1
CCOC(=O)c1ccc(Oc2nc(NC)nc(Nc3ccccc3)n2)cc1	-12	12	2	50	32	-9	-5	11	0.5

The list itself, from the first entry:
structure	PTPN22 inh 2	PTPN22 act	EphB4 antag	CYP2C9 inh	PLK1 PBD inh	PLK1 inh	Candida biofilm	HIV Rev-RRE inh	CYP2C9 act
COc1cc(S(=O)(=O)NC2CCCCC2C)ccc1Cl (stereo not drawn)	7	-9	5	-82	6	0	-3	15	1.8
Cc1c(C(=O)OCC(=O)c2c(N)n(CC(C)C)c(=O)n(C)c2=O)oc2ccccc12	-5	2	-6	.	-24	-7	6	-1	.
O=C(c1cccc(F)c1)N1CCN(c2cccc(Cl)c2)CC1	-1	-2	1	86*	-9	-10	5	141*[fluorescence artefact?]	0.1
CCOC(=O)c1ccc(Oc2nc(NC)nc(Nc3ccccc3)n2)cc1	-12	12	2	50	32	-9	-5	11	0.5
O=C(NNC(=O)c1ccccc1Br)c1cccc(Cl)c1	12	-8	1	-206	-31	-11	.	9	3.1*
CCOC(=O)c1sc2nc[nH]c(=O)c2c1C	15	-15	-6	14	-23	79*	0	11	0.9
CCOC(=O)c1ccc(Cn2c(-c3ccccc3)nnc2-c2ccccc2)o1	2	-7	-3	58*	18	-9	9	13	0.4
Cc1nn(-c2ccccc2)c2sc(C(=O)N3CCOCC3)cc12	-2	4	-2	.	-12	-9	6	5	.
N#Cc1c(-n2cccc2)cccc1-n1cccc1	-2	-2	-11	-270	2	0	.	2	3.7*
CC(=O)c1ccc(OCCCC(=O)n2nnc3ccccc32)cc1	-6	4	4	-1	7	-4	4	5	1
CSc1ccc(S(=O)(=O)Nc2ccc3c4c(cccc24)CC3)cc1	12	-10	1	-45	-1	6	.	17	1.5
O=C(CN1C(=O)NC2(CCCc3ccccc32)C1=O)NCc1ccco1 (stereo not drawn)	2	-2	0	78*	7	-6	-3	0	0.2
O=C(CSc1nnnn1-c1ccc2c(c1)OCCO2)c1cccc2c1OCCO2	-7	6	-1	29	-23	-8	9	-1	0.7
COC(=O)c1c(-c2ccccc2)csc1N	-7	7	-3	-23	-9	32	5	1	1.2
O=C(CCC(=O)N(CC(=O)NC1CCCCC1)Cc1ccco1)Nc1nccs1	0	-2	0	14	11	-5	5	-2	0.9
O=c1c(-c2ccnn2-c2ccccc2F)cnc2n1CCS2	9	-8	3	12	13	-7	2	4	0.9
CCOC(=O)C1CCN(S(=O)(=O)c2ccc(OCC(=O)OC)cc2)CC1	-4	3	-4	19	11	-11	6	1	0.8
Cn1cc(S(=O)(=O)CC(=O)Nc2ccc(Br)cc2)c2ccccc21	-10	9	-6	-1	1	-14	5	4	1
CCc1c(C)c2c(C)nn(-c3ccccc3)c2[nH]c1=O	0	3	-3	-3	17	-11	0	-2	1
COc1ccc(-n2nc(C(=O)O)nc2-c2ccccc2)cc1	-15	11	-8	-11	-11	-7	.	5	1.1
Cc1cc(C)n(-c2nc3ccccc3nc2N2CCCCCC2)n1	1	-2	-3	16	-4	-11	9	9	0.8
O=C(NCc1cccnc1)c1c(F)c(F)c(F)c(F)c1F	7	-7	9	46	11	-7	9	5	0.5
Cn1c(SCC(=O)N2CCCc3ccccc32)nnc1-c1ccco1	7	-8	2	-5	-3	-19	4	1	1
CCOC(=O)C1CCCN(C(=O)Nc2ccccc2)C1 (stereo not drawn)	-1	4	2	6	5	-10	3	11	0.9
COc1cc(C(c2sc3ncnn3c2O)N2CCN(c3ccccc3F)CC2)cc(OC)c1OC (stereo not drawn)	-9	6	3	34	1	-6	9	-3	0.7
Cc1ccc(C(=O)c2cn[nH]c2-c2ccccc2O)cc1	-10	12	4	44	-13	-4	7	-1	0.6
Cn1nnnc1SCC(=O)Nc1cc(C(C)(C)C)nn1-c1ccccc1	4	-6	-2	-9	1	-16	4	-3	1.1
CCOC(=O)c1cnc2nc(NCc3ccc(OC)c(OC)c3)[nH]n2c1=O	5	-8	-6	.	21	-6	-1	1	.
O=c1cc(-c2cccc3ccccc23)[nH][nH]1	1	1	-2	.	-10	-8	2	0	.
O=C1C(c2ccnc3ccccc23)=C(O)c2ccccc21	0	-7	-4	.	-9	-8	1	3	.

(next part)
Sequence of screens – PTPN22 inh 2	PTPN22 act	EphB4 antag	CYP2C9 inh	PLK1 PBD inh	PLK1 inh	Candida biofilm	HIV Rev-RRE inh	CYP2C9 act
- CC(C)c1nnc(NC(=O)CCC(=O)NCc2cccs2)s1
    -1	2	-13	9	6	-1	6	4	0.9
- c1ccc(CCN2CN(CCCN3CCOCC3)c3nc4ccccc4n3C2)cc1
    10	-7	0	1	-30	-1	4	7	1
- CSc1nc(-c2ccco2)nn1C(=O)c1ccccc1
    -5	6	-4	-1	-5	0	5	2	1
- Cc1oc(-c2ccccc2F)nc1CS(=O)(=O)CC(=O)NCCCN1CCc2ccccc2C1
    0	-1	-3	12	3	0	11	5	0.9
- O=C(Nc1ccccc1)C1CCCN(S(=O)(=O)c2ccc(-n3cnnn3)cc2)C1 (stereo not drawn)
    -5	6	-1	8	5	0	1	4	0.9
- Cc1ccc(S(=O)(=O)/C(C#N)=C/c2c(N3CCC(C(N)=O)CC3)nc3ccccn3c2=O)cc1
    3	-1	2	92*	26	-7	1	12	0.1
- COc1ccc(C2=NOC(C(=O)NCCCN3CCOCC3)C2)cc1 (stereo not drawn)
    7	-5	2	21	-11	-11	-2	9	0.8
- CC(=O)CC1(C)OC(N)=C(C#N)C1(C#N)C#N (stereo not drawn)
    5	-6	-5	4	22	-8	-1	12	1
- CCOC(=O)Cn1c(=O)c2c(nc(Br)n2CC(=O)OCC)n(C)c1=O
    3	-3	1	-8	-31	0	13	4	1.1
- Cc1ccc(S(=O)(=O)CC(=O)c2ccc(C(C)(C)C)cc2)cc1
    16	-11	-2	13	20	-11	.	8	0.9

Sorted by the number under CYP2C9 inh (falling): some entries from above.
compound | PTPN22 inh 2 | PTPN22 act | EphB4 antag | CYP2C9 inh | PLK1 PBD inh | PLK1 inh | HIV Rev-RRE inh | CYP2C9 act
Cc1oc(-c2ccccc2F)nc1CS(=O)(=O)CC(=O)NCCCN1CCc2ccccc2C1 | 0 | -1 | -3 | 12 | 3 | 0 | 5 | 0.9
CC(=O)CC1(C)OC(N)=C(C#N)C1(C#N)C#N (stereo not drawn) | 5 | -6 | -5 | 4 | 22 | -8 | 12 | 1
CSc1nc(-c2ccco2)nn1C(=O)c1ccccc1 | -5 | 6 | -4 | -1 | -5 | 0 | 2 | 1

One compound at a time, from the list above.
Cc1ccc(S(=O)(=O)CC(=O)c2ccc(C(C)(C)C)cc2)cc1 across the screens: PTPN22 inh 2: 16; PTPN22 act: -11; EphB4 antag: -2; CYP2C9 inh: 13; PLK1 PBD inh: 20; PLK1 inh: -11; Candida biofilm: .; HIV Rev-RRE inh: 8; CYP2C9 act: 0.9
O=C(Nc1ccccc1)C1CCCN(S(=O)(=O)c2ccc(-n3cnnn3)cc2)C1 (stereo not drawn) across the screens: PTPN22 inh 2: -5; PTPN22 act: 6; EphB4 antag: -1; CYP2C9 inh: 8; PLK1 PBD inh: 5; PLK1 inh: 0; Candida biofilm: 1; HIV Rev-RRE inh: 4; CYP2C9 act: 0.9

Remaining list, next part:
Sequence of screens – PTPN22 inh 2	PTPN22 act	EphB4 antag	CYP2C9 inh	PLK1 PBD inh	PLK1 inh	Candida biofilm	HIV Rev-RRE inh	CYP2C9 act
- Cc1ccccc1C1C(C#N)=C2NC(=O)c3c(sc4c3CCCCC4)N2C2=C1C(=O)CC(C)(C)C2 (stereo not drawn)
    2	1	0	-6	-51	-10	.	40*	1.1
- CCc1c(C)nc(/N=C(/NC(=O)c2ccccc2)Nc2ccccc2OC)[nH]c1=O
    2	-7	1	.	-6	-7	-6	10	.
- Cc1ccc(CC(=O)NCCS(=O)c2ccc(Cl)cc2)cc1 (stereo not drawn)
    -11	13	-1	19	-12	-9	.	-1	0.8
- CCOc1ccc(CCNC(=O)CN(C)S(=O)(=O)c2cccc3nsnc23)cc1OCC
    7	-8	-4	49	-5	2	7	-2	0.5
- Cc1cc(C(=O)N/N=C/c2ccccc2Br)no1
    9	-7	4	-27	28	-8	.	4	1.3
- Cc1ccc2c(c1)N(CC(=O)O)C(=O)CO2
    1	-3	4	-5	1	6	0	5	1
- Cc1ccc(NS(=O)(=O)c2ccc(OCC(=O)N3CCOCC3)cc2)cc1
    -4	6	5	47	-2	1	4	4	0.5
- Cc1nn(C(=O)N2CCOCC2)c(C)c1C
    -7	4	7	.	-18	-4	7	1	.
- CC(=O)Nc1ccc(OCC(O)CN2CCN(c3ccc(C)c(Cl)c3)CC2)cc1 (stereo not drawn)
    -19	19	7	73*	8	-10	1	7	0.3
- CN(C)c1ccc(C(=O)Nc2cc(C(F)(F)F)ccc2-n2cncn2)cc1
    3	-3	0	-4	22	-3	0	16	1
- CC(C)CCOC(=O)/C(=C/c1ccco1)NC(=O)/C=C/c1ccccc1
    -1	4	0	46	-1	-8	7	14	0.5
- CN(C(=O)CSC1=NCCS1)c1ccccc1
    -9	11	6	-3	15	-14	12	8	1
- Cc1ccc(-n2c(C)c3c(C)nnc(C)c3c2C)cc1C
    5	-5	-8	8	2	41	2	-2	0.9
- CCc1nc(SCC(=O)N2CCN(c3ccccc3)CC2)c2oc3ccccc3c2n1
    13	-8	-6	14	-1	-5	.	5	0.9
- Cc1ccc(S(=O)(=O)N2CCN(c3ccc4nnc(-c5ccccc5)n4n3)CC2)cc1
    3	-5	-4	99*	-5	-5	.	-1	0
- Cc1ccc([N+](=O)[O-])cc1NC(=O)CN1CCCCC1
    -3	6	-1	-31	19	-13	.	8	1.3
- CCOC(=O)C1=C(O)C(=O)N(c2ccc(S(N)(=O)=O)cc2)C1c1ccc(OC)cc1OC (stereo not drawn)
    -3	0	5	0	4	-5	-1	7	1
- CCOC(=O)c1c(NC(=O)c2cccs2)sc(C)c1CC
    1	-3	-7	4	15	-19	0	11	1
- Cc1ccc2oc(-c3cccc(NC(=O)Cc4cccs4)c3)nc2c1
    1	3	0	84*	-29	-24	.	2	0.2
- Cc1nc(-c2ccccc2)cc(N2CCCC2)n1
    -7	2	-8	30	-9	-6	.	1	0.7
- CCOC(=O)N1CCN(C(=O)CSc2nc(-c3cccc(C)c3)ns2)CC1
    -2	1	-5	69*	19	-4	4	7	0.3
- CCOC(=O)c1cc(C)n(CCc2ccccc2)c1C
    4	-7	6	34	2	-3	5	5	0.7
- CN(C)c1ccc(C2N(c3ccc(F)cc3)C(=O)C3CCCN32)cc1 (stereo not drawn)
    -4	0	3	30	-12	-8	1	10	0.7
- Cc1nnsc1C(=O)Nc1ccc(Cl)cc1Cl
    -4	2	-1	43	-4	-18	15	9	0.6
